Source: PubChem BioAssay
EPAC1 antagonist – blocks human EPAC1 exchange factor | EPAC1 GEF assay, Rap1b-BODIPY-GDP exchange fluorescence | Potency, µM (series often up to 115 µM), for inactives: at the highest dose activity change, negative = inhibition, hits mostly inhibitors | hit rate 0.14% among 360,000 | AID 720709;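 also: potency is read from the fitted curve at half-maximal effect; plate controls were vehicle for no effect and positive control for full effect; nearly all actives have a fitted effect of over 50% in size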
Target sequence (O95398 whole entry, looked up): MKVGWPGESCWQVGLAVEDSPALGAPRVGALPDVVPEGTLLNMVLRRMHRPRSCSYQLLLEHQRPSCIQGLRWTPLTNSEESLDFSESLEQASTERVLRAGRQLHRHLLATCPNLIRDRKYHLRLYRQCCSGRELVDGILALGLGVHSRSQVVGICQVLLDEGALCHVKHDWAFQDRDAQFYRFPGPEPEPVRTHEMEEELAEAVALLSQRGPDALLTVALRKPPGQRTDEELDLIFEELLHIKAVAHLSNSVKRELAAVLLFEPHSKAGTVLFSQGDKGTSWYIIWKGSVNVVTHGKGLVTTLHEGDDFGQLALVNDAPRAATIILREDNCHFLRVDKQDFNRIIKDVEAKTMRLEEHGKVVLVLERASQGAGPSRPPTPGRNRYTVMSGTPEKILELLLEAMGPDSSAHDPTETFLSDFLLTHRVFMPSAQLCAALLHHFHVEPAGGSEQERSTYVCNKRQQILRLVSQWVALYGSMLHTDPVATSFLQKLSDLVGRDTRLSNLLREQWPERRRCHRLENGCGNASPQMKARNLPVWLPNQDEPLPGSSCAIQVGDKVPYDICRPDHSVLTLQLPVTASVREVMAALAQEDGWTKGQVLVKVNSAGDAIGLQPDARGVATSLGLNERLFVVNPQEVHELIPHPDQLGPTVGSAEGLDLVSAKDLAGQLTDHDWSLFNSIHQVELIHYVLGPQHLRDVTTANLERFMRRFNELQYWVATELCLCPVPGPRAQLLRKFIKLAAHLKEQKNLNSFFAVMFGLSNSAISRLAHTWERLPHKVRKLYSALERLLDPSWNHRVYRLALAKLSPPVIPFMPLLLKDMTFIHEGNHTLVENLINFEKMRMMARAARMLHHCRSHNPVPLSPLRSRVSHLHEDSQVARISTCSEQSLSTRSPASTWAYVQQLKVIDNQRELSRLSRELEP
PI5P4Ka inh – inhibitors of human PI5P4K alpha | P48426 | PI5P4Kalpha enzyme, ADP-Glo luminescence, 60 min; stronger effect = lower value | max response, % | hit rate 1.2% among 330,000 | AID 652105; active = max response of -50% or lower; inconclusive = between -30% and -50%; inactive = -30% or higher; also: value at the top dose of about 77 µM; % is scaled to controls: 0 for no effect and ±100 for the full control effect
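Reactions run in 0.038 M HEPES pH 7.4, 0.28 mM EGTA, 0.1% CHAPS and 5% DMSO, with PI5P4Kalpha, substrate, compound and 5 microM ATP final, one hour at room temperature. Readout is ADP-Glo luminescence.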
CCT chaperon mod – modulators of cytosolic chaperonin (CCT/TRiC) activity. activity change, % (concentration not given with the values), hits read low. hit rate 0.3% among 360,000. AID 651819. purified chaperonin ATPase assay, HTRF ADP detection, 30 min; in the data active = activity change below about -30%; also: % is scaled to controls: 0 for no effect and ±100 for the full control effect
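TRiC at 40 or 20 nM final (batch-dependent) in 30 mM Tris pH 7.4, 100 mM KCl, 5 mM MgCl2, 1 mM DTT, with compound at single 76 uM and 10 uM ATP, 30 min at 37 deg C. ADP detected by HTRF Transcreener, 665/615 ratio.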
IL-2 act – activators of IL-2; IL-2 activation reporter assay, cell-based qHTS; stimulated with anti-CD3/CD4/CD28 beads; in transgenic mouse T cells; activation, % (series mostly up to about 46 µM); hit rate 0.065% among 360,000; AID 652025; in the data active = activation above about 50%; inconclusive = mostly about 30% to 49%; also: 0% is about no effect
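Unstimulated transgenic mouse T cells preincubated 60 min with compound, then stimulated with anti-CD3/anti-CD4-coated beads plus anti-CD28 for 18 h at 37 degrees C. IL-2 response read as EGFP and DsRed fluorescence by plate cytometry.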
EPAC2 agonist – activates human EPAC2 exchange factor; Q8WZA2; EPAC2 activation, biochemical qHTS; response scale: 100% = 6.5 mM cAMP response; Potency, µM (top dose mostly 154 µM), for inactives: at the highest dose activation, usual class: activators; hit rate 0.079% among 360,000; also: potency is read from the fitted curve at half-maximal effect; nearly all actives have a fitted effect of over 50% in size
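Setup: EPAC2 100 nM, labeled Rap1B complex 250 nM, free GDP 50 uM. Compound titrations pinned in, brief spin, 5 min room temperature incubation. Kinetic fluorescence read over 30 min, normalized to 6.5 mM cAMP.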
EPAC1 agonist – agonists of human EPAC1 | O95398 | AID 720707 | EPAC1 agonist qHTS, biochemical assay; response scale: 100% = response to 6.5 mM cAMP | hit rate 0.073% among 360,000 | Potency, µM (doses to about 154 µM), without a hit: top-dose activation, usual class: activators; also: potency is read from the fitted curve at half-maximal effect; nearly all actives have a fitted effect of over 60% in size
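Read-out is the fluorescence drop as BODIPY-GDP leaves Rap1B (480 nm excitation, 540 nm emission), recorded every 5 minutes over 30 minutes. Reactions held 100 nM EPAC1, 250 nM Rap1B–BODIPY-GDP and 50 uM GDP, with 6.5 mM cAMP setting full activation.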
PLK1 PBD block – blocks phosphopeptide binding to human PLK1 polo-box domain; Plk1 PBD binding of FITC phosphopeptide, fluorescence polarization; Potency, µM, without a hit: max response, negative = inhibition, most hits filed as inhibitors; hit rate 2.8% among 360,000; AID 720504; also: potency is read from the fitted curve at half-maximal effect; series mostly up to about 57 µM; % is scaled to controls: 0 for no effect and ±100 for the full control effect; nearly all actives have a fitted effect of over 65% in size
WRN helicase inh – blocks human WRN helicase. Potency, µM (top dose mostly 114 µM), without a hit: top-dose activity change, negative = inhibition, actives largely listed as inhibitors. AID 651768. WRN helicase unwinding, fluorescent forked duplex, kinetic. hit rate 0.46% among 360,000. Q14191; also: potency is read from the fitted curve at half-maximal effect; % is scaled to controls: 0 for no effect and ±100 for the full control effect; nearly all actives have a fitted effect of over 55% in size
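Primary qHTS, 1536-well format. 20 nM WRN + compound, 15 min RT; start with 100 nM forked fluorophore/quencher duplex, 2 mM ATP (final); kinetic read ex 525/em 598 nm.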
* = called active by the depositor; ? = inconclusive; / = no result given; [ ] = another dose, or the depositor's remark. Unless noted, calls follow the shape of the dose curve; as a rule, active = well fitted curve in the direction sought with a large enough effect; inconclusive = small, poorly fitted or top-dose-only effect, or another doubt; inactive = no such curve, though single readings can be large; an effect the other way counts as inactive or inconclusive. These rows are one share of the data, so the mix of outcomes need not match the whole.

No.	compound	EPAC1 agonist	WRN helicase inh	EPAC2 agonist	CCT chaperon mod	PI5P4Ka inh	IL-2 act	EPAC1 antagonist	PLK1 PBD block
1	Cc1nc(SCC(=O)NC(=O)NC2CCCCC2)nc(C)c1C	-2%	4%	-1%	1.0	-9	-3.7	3%	-26%
2	Cc1ccc([N+](=O)[O-])cc1NC(=S)NC(=O)c1cccnc1	0%	-3%	7%	-2.3	-5	1.1	-16%	-21%
3	O=C(COC(=O)CC1CC2CCC1C2)Nc1cccc(S(=O)(=O)NC2=NCCCCC2)c1 (centres undefined)	1%	3%	7%	-0.9	-17	-0.4	7%	21µM*
4	CC(C)Oc1ccc(/C=C(\NC(=O)/C=C/c2ccco2)C(=O)NCCc2nc3ccccc3[nH]2)cc1	-2%	-13%[57.1 µM]	-12%	-2.6	-26	-1.4	6%	0%
5	CCCn1nnc(NC(=O)COc2ccc(C3CCCCC3)cc2)n1	27%	-22%	16%	-2.3	/	0.0	-9%	-11%
6	Cc1ccc(-n2c(C)nnc2SCC(=O)N2CCc3ccccc3C2)cc1	-5%	-3%	1%	3.3	0	-2.4	-2%	-8%
7	Cc1csc(-c2cnn(-c3ccccc3)c2NC(=O)c2ccc(C(F)(F)F)cc2)n1	20%	-4%	4%	-6.4	-4	-0.4	-23%	-11%
8	CN1CCN(S(=O)(=O)c2cc(Cl)c(Cl)cc2Cl)CC1	-8%	3%	-9%	3.2	5	-0.4	-10%	0%
9	OC(CCCC(O)c1ccccc1)c1ccccc1 (centres undefined)	-16%	8%	2%	0.2	-1	0.2	-11%	0%
10	Cc1ccc(C)n1-c1ccc(-c2ccnc(N)n2)cc1	-8%	-5%	7%	-4.0	-18	0.0	-11%	-7%
11	COc1ccc(C2(C(=O)NCCc3ccccc3)CCCC2)cc1OC	1%	-1%	-1%	0.6	0	-2.0	9%	-2%
12	CC(=O)N1CCc2cc(S(=O)(=O)NCCCN3CCCCC3)ccc21	0%	3%	4%	1.0	3	-1.8	-6%	-5%
13	Cc1nc2sccn2c(=O)c1S(=O)(=O)NCCc1ccccc1	0%	3%	15%	-1.6	-2	-2.9	-13%	-18%
14	CC1CCN(CC(=O)Nc2cccc([N+](=O)[O-])c2)CC1	-2%	-2%	-1%	-1.0	/	-0.8	5%	-2%
15	c1ccc(Nc2nc(-c3ccccn3)cs2)cc1	4%	-19%	17%	1.2	3	-0.4	-17%	-12%
16	Cc1cc(C(=O)CSc2nnc(-c3ccc(Cl)cc3)n2CC2CCCO2)c(C)n1C (centres undefined)	9%	-4%	8%	-1.6	/	-2.4	-1%	?
17	CC(=O)CCc1oc2ccc(NC(C)=O)cc2c1-c1ccc(C)o1	-3%	-2%	-3%	-0.2	4	1.8	-10%	-4%
18	N#Cc1c(NC(=O)CSc2nc3c(c(C(F)(F)F)n2)CCc2ccccc2-3)sc2c1CCCC2	2%	0%	1%	-1.2	/	1.6	7%	?
19	O=C1NC(=O)C(=CC=Cc2ccccc2)S1	4%	2%	3%	-0.8	-1	-0.3	10%	-15%
20	Nc1ncnc2c1ncn2[C@@H]1O[C@H](C(=O)N2CCC(F)(F)CC2)[C@@H](O)[C@H]1O	-4%	-6%	8%	-7.6	1	1.7	2%	4%
21	CCn1cc(C(=O)O)c(=O)c2cc(OC)ccc21	9%	5%	4%	-1.5	/	2.3	3%	5%
22	O=C(CSC(=S)N1CCOCC1)c1cc(Br)cc(Br)c1O	9%	56µM*	0%	-12	7	-2.2	-27%	-28%
23	COc1ccc(Cc2nc3ccc(C(=O)N4CCCCC4CO)cc3o2)cc1OC (centres undefined)	6%	-6%	5%	2.5	14	-1.9	4%	-2%
24	COc1ccc(-c2c(C)oc3c(CN4CCOCC4)c(O)ccc3c2=O)cc1	-15%	2%	-3%	1.3	-29	-0.3	-16%	-9%
25	COc1ccc(NC(=O)COC(=O)c2ccc([N+](=O)[O-])o2)cc1Cl	3%	-2%[57.1 µM]	0%	-1.4	0	-1.8	4%	-10%
26	CN1CCC(C2(O)c3ccccc3CCc3ccccc32)CC1	-4%	13%	3%	0.2	-9	-3.5	14%	-11%
27	Cc1c(Br)c(C(F)(F)F)nn1CC(=O)NCc1ccccc1	-4%	-5%	-2%	0.2	4	-2.0	-8%	2%
28	O=C1C=C(O)C(n2cncn2)C(c2cc(F)ccc2F)C1 (centres undefined)	1%	0%	-4%	1.4	-5	-0.5	-4%	-24%
29	Cc1cccc(NC(=O)c2cc(=O)c3ccccc3o2)c1	-5%	4%	2%	1.9	-5	-3.8	-1%	-5%
30	COCCNC(=O)C(c1ccccc1C)N(CCOC)C(=O)Cn1nnc2ccccc21 (centres undefined)	-2%	3%	2%	-1.1	2	1.2	-10%	-4%
31	O=S(=O)(Nc1ccon1)c1ccc(Br)cc1	4%	1%	1%	-2.2	2	0.3	-17%	1%
32	N#CC(=C1C=CC(=NO)C(Cl)=C1)c1ccc(Cl)cc1	-3%	-5%	7%	1.0	-11	-0.7	-1%	-12%
33	Cc1ccc(C(C(=O)NC2CCCC2)N(C(=O)CNC(=O)c2ccco2)c2ccccc2)o1 (centres undefined)	-5%	1%	-1%	-2.7	1	-0.2	-13%	-4%
34	Cc1ccccc1-n1c(Cc2cccs2)n[nH]c1=S	10%	2%	10%	-0.7	/	0.2	10%	-25%
35	c1cc2nc(C34CC5CC(CC(C5)C3)C4)[nH]c2cn1	-2%	-4%	6%	-0.5	-9	0.8	-5%	-4%
36	O=c1[nH]cnc2c1ncn2[C@@H]1O[C@H](COS(=O)(=O)O)[C@@H](O)[C@H]1O	-19%	-1%	2%	1.5	-2	-3.4	26%	-11%
37	CCOc1ccc(OCC(=O)OCc2cc(=O)n3cc(Br)ccc3n2)cc1	3%	-6%	3%	-1.2	-8	0.2	9%	1%
38	CCOc1ccc2[nH]c(C(=O)N/N=C/c3cc(OC)c(OC)c(OC)c3)cc2c1	6%	4%	-1%	-1.7	4	1.1	-24%	-8%
39	CCOc1ccccc1CN1CCC(n2nccc2NC(=O)CCCc2ccccc2)CC1	5%	5%	11%	0.5	4	-4.8	19%	-14%
40	O=C(CCS(=O)(=O)c1ccccc1)N(CCCN1CCOCC1)c1nc2ccccc2s1	-5%	1%	-3%	-0.9	-3	-4.8	2%	?
41	O=S(=O)(c1cccs1)N1CCN(CC(O)COc2cc(Cl)ccc2Cl)CC1 (centres undefined)	11%	-4%	9%	-3.0	10	-2.9	-3%	-2%
42	CSc1ccccc1NC(=O)C(C)N1C(=O)c2ccccc2S1(=O)=O (centres undefined)	-5%	-36%	-2%	1.2	0	2.0	-18%	-23%
43	Cc1cccc(N2CCN(C(=O)C3CCCCC3)CC2)c1C	7%	-4%	-1%	0.7	/	-1.7	3%	-10%
44	Cc1cc([N+](=O)[O-])ccc1NC(=O)CCC(=O)N1CCCCC1	-5%	-8%	2%	2.0	-2	-2.3	-19%	1%
45	CC12CCC(=O)CC1CCC1C2CCC2(C)C1CCC2(O)C(=O)CO (centres undefined)	4%	-20%	20%	-3.0	4	0.4	-2%	-7%
46	COc1ccccc1C(=O)C1CCCN(C(=O)CSc2ccccn2)C1 (centres undefined)	-1%	-3%	10%	-1.7	1	0.4	-6%	?
47	CC(C)n1nnnc1C1c2ccccc2C(=O)N1Cc1cccs1 (centres undefined)	7%	1%	5%	1.4	-1	0.9	-14%	-6%
48	Cc1noc(C)c1C(=O)NNc1cc(Cl)ccc1Cl	5%	-13%	7%	0.0	-1	0.6	1%	-11%
49	COC(C[C@@H]1O[C@H]1C(=O)[C@@H](C)OCc1ccccc1)OC	-20%	8%	1%	0.6	0	0.3	-23%	-14%
50	CCN1CCN(CC(=O)N/N=C/c2cc(Br)cs2)CC1	10%	1%	5%	-2.6	1	1.6	8%	-14%
51	Cc1c(NC(=O)C(C)n2cc([N+](=O)[O-])cn2)c(=O)n(-c2ccccc2)n1C (centres undefined)	2%	4%	?	-0.3	5	1.1	0%	-6%
52	COc1ccccc1NC(=O)CC1C(=O)Nc2c1c(=O)n(C)c(=O)n2C (centres undefined)	11%	0%	-20%	0.7	-11	-0.3	4%	-11%
53	Cc1nn(-c2cc(C)c3ccccc3n2)c2c1CCC2	12%	-1%	6%	-0.3	0	8.1	-20%	1%
54	Cc1cc(C(=O)Nc2ccccc2C(=O)O)c(C)o1	-1%	-35%	-1%	1.1	-5	0.8	?	-3%
55	CCCCC(=O)Nc1ccc(F)c(Cl)c1	13%	-2%	5%	-0.4	/	-1.4	-13%	-1%
56	O=C(NCCCN1CCOCC1)C(=O)N/N=C/c1cccc2ccccc12	-6%	10%	7%	-2.0	0	0.9	0%	-4%
57	c1ccc(Nc2cc(Nc3ccccc3)[nH]n2)cc1	19%	-15%	17%	0.5	/	-1.0	-1%	-26%
58	COc1ccc(OC)c(CNc2ccc(F)c(Cl)c2)c1	27%	-17%	30%	-1.6	/	-1.4	-5%	-6%
59	N#CC(=C1CCCC1)c1nc(-c2ccccc2)cs1	3%	-10%	11%	-0.2	16	5.2	1%	-5%
60	OC1CCCC1NCc1ccnc2cc(Cl)ccc12 (centres undefined)	-1%	-6%	7%	-2.0	3	-0.3	7%	2%

Next structures:
No.	compound	EPAC1 agonist	WRN helicase inh	EPAC2 agonist	CCT chaperon mod	PI5P4Ka inh	IL-2 act	EPAC1 antagonist	PLK1 PBD block
61	CN1/C(=C\C(=O)c2cccs2)C(C)(C)c2ccccc21	-5%	10%	16%	0.5	-4	-4.4	-4%	6%
62	COC(=O)c1ccc(COc2ccc(/C=C(\C#N)c3nc4ccccc4[nH]3)cc2OC)o1	13%	?	10%	-3.2	-4	5.7	?	11%
63	CC(=O)c1ccc(NC(=O)C(C)OC(=O)CCCN=C2NS(=O)(=O)c3ccccc32)cc1 (centres undefined)	2%	-4%	-3%	-2.1	-5	-0.8	-11%	-5%
64	O=C(CCl)Nc1cccc(Oc2ccccc2)c1	3%	?	0%	-2.9	0	-6.0	?	-10%

Record cards, as listed above. Screens in order: EPAC1 agonist | WRN helicase inh | EPAC2 agonist | CCT chaperon mod | PI5P4Ka inh | IL-2 act | EPAC1 antagonist | PLK1 PBD block
Entry for COC(=O)c1ccc(COc2ccc(/C=C(\C#N)c3nc4ccccc4[nH]3)cc2OC)o1 : 13% | ? | 10% | -3.2 | -4 | 5.7 | ? | 11%
Entry for CC(=O)c1ccc(NC(=O)C(C)OC(=O)CCCN=C2NS(=O)(=O)c3ccccc32)cc1 (centres undefined) : 2% | -4% | -3% | -2.1 | -5 | -0.8 | -11% | -5%
